RGS7-Gao = modulates binding of RGS7 to human Galphao; P09471; AID 1439; actives 0.35% (n = 220,000); Multiplexed bead flow cytometry; actives lie on both sides; binding response (% of control), % at 10 µM; in the data active = binding response below about 49% or above about 150%; inconclusive = no clear call, values can overlap the other calls; inactive = in between;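 note: fluorescent Galphao held in activated GDP-AlF4 state binding bead-coupled RGS7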
Target sequence (P09471 whole entry, looked up): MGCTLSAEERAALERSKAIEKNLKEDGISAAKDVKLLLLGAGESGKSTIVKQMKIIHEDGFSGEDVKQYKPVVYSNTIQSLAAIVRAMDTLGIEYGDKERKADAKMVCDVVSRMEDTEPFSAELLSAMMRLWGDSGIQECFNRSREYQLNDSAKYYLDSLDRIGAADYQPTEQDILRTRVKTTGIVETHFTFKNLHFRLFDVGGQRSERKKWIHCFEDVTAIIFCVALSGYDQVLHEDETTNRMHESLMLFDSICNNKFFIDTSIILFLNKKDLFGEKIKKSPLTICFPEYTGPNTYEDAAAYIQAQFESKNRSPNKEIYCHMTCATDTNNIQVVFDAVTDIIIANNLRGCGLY
Pf gametocyte = inhibitors of late stage P. falciparum gametocyte viability; AID 743093; P. falciparum stage V gametocytes, ATP luminescence, 24 h; inhibition, % at 10.9 µM; actives 0.065% (n = 150,000);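 active = inhibition above the mean plus 3 SD of compounds within the control limits, set per campaign, cut at about 38% in these data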;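 note: 0% = DMSO wells and 100% = medium only without gametocytes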
Mcl1-Bid inh = Mcl-1/Bid interaction inhibition | Q07820 | TR-FRET Mcl-1/Bid-Dy647 peptide binding, 1536-well | inhibition, % at 21.7 µM | actives 0.97% (n = 220,000);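 active = compounds that cut the binding signal by more than half at the single screening dose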;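 note: His-tagged Mcl-1 with europium anti-His antibody binding Bid BH3 peptide; 0% = Mcl-1 plus peptide wells and 100% = peptide-only wells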
Target sequence (Q07820 whole entry, looked up): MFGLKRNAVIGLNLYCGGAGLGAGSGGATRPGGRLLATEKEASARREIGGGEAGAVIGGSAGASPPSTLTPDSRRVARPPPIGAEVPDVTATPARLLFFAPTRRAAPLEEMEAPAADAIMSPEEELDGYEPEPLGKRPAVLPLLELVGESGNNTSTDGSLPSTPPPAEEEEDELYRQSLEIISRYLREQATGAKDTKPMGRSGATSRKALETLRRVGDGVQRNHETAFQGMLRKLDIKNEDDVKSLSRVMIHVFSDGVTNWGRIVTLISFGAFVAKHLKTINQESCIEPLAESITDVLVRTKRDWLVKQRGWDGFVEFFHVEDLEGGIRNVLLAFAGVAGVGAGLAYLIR
ABCB1 inh = blocks JC-1 efflux by human ABCB1 transporter; actives 0.067% (n = 190,000); CCRF-Adr cells, flow cytometry; AID 1326; inhibition, % at 6.6 µM; P08183; in the data active = inhibition above about 40%;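 note: 0% = vehicle and 100% = reference inhibitor; higher value means more JC-1 retained so stronger ABCB1 efflux block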
RGS4-Gao reg = human RGS4-Galphao interaction regulation. binding response (% of control), % at 10 µM. Multiplexed bead flow cytometry, RGS4-Galphao binding; actives lie on both sides. P09471. AID 1415. actives 0.33% (n = 220,000); in the data active = binding response below about 49% or above about 150%; inactive = in between;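 note: fluorescent Galphao activated with aluminum fluoride binding bead-coupled RGS4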
GSH fluor = compound fluoresces at 488/530 nm on GSH beads; GSH beads flow cytometry, compound fluorescence 488/530 nm; stronger effect = higher value; actives 0.25% (n = 190,000); fluorescence (KMESF) at 10 µM; in the data active = fluorescence above about 89;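 note: glutathione beads carrying GST-tagged Bcl family fusion proteins plus one bare bead set; values are compound well signal with DMSO vehicle wells as background; inactives centre near 16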
Mcl-1 Bim block = human Bim-Mcl-1 interaction inhibition; Bead-based flow cytometry, Bim peptide-Mcl-1 binding; inhibition, % at 10 µM; actives 0.1% (n = 190,000); in the data active = inhibition above about 40%;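 note: 0% = no compound tracer wells and 100% = peptide blocker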
Mcl1 Noxa PPI = Mcl-1/Noxa interaction inhibition. Q07820. inhibition, % at 21.7 µM. TR-FRET Mcl-1/Noxa peptide binding, 2 h. actives 1.5% (n = 220,000). AID 1022;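 active = compounds that cut the protein-peptide binding signal by more than 50% relative to plate controls in a single-dose test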;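 note: His-tagged Mcl-1 with rhodamine Noxa BH3 peptide and terbium anti-His antibody; 0% = Mcl-1 plus Noxa peptide wells and 100% = peptide-only wells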
ABCG2 inh = blocks JC-1 efflux by human ABCG2 transporter; Q9UNQ0; actives 0.1% (n = 190,000); IgMXP3 cells, flow cytometry; inhibition, % at 6.6 µM;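 active = inhibition above 80%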;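 note: 0% = DMSO and 100% = nicardipine control wells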
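Test system: IgMXP3 (ABCG2) plus far-red-tagged CCRF-Adr (ABCB1) cells. Reagent: JC-1 dye as substrate. Timing: 10 min exposure at 25 °C with rotation, no wash. Measured by: flow cytometric JC-1 green MFI at 530 nm. Read-out: percent efflux inhibition, scaled nicardipine 100% to DMSO 0%. Control set: nicardipine and DMSO wells.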
RGS8-Gao reg = modulates binding of RGS8 to human Galphao | P09471 | multiplexed bead flow cytometry; actives lie on both sides | response (percent of control binding), % at 10 µM | actives 0.34% (n = 220,000); in the data active = response below about 60% or above about 140%; inactive = in between;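 note: Galphao activated as the GDP aluminium fluoride complex binding bead-coupled RGS8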
Avidin bead fluor = avidin bead compound fluorescence profile | Avidin beads, compound fluorescence 488/530 nm, flow cytometry; stronger effect = higher value | fluorescence (KMESF) at 10 µM | actives 0.38% (n = 220,000) | AID 1775; in the data active = fluorescence above about 47; note: inactives centre near 10
An asterisk follows results filed as active; ? = inconclusive; / = not tested or not shown.

SMILES	RGS7-Gao	Pf gametocyte	Mcl1-Bid inh	ABCB1 inh	RGS4-Gao reg	GSH fluor	Mcl-1 Bim block	Mcl1 Noxa PPI	ABCG2 inh	RGS8-Gao reg	Avidin bead fluor
O=C(NC1CCCC1)C1CCCN(S(=O)(=O)c2cnc[nH]2)C1 (stereo not given)	103	/	-16	-2.2	109	18	7	-8	0	110	7
CC(=O)N1CCN(C(=O)CCc2nc3sc4c(c3c(=O)[nH]2)CCCC4)CC1	96	-12	-20	0.2	100	23	0	/	0	101	9
S=C(Nc1ccc(Cl)cc1)NC1CCN(Cc2ccccc2)CC1	88	11	-165	0.2	91	12	-1	2	0	95	11
Cc1ccc2nc(SCC(=O)Nc3cc([N+](=O)[O-])ccc3F)[nH]c2c1	103	-9	-25	0.8	101	19	-9	3	14	101	10
CCCCOC(=O)C1C2C=C[C@]3(CN(CCCOC)C(=O)[C@H]13)O2 (stereo not given in full)	105	/	-33	0.5	104	10	0	-2	1	103	17
CC1(C)C(=O)OC(c2cccn2-c2ccc([N+](=O)[O-])cc2)C2(CCCCC2)C1=O (stereo not given)	102	/	-3	15	98	16	-1	13	19	114	11
O=C1N=C(N2CCCC2)S/C1=C\c1ccccc1	102	/	0	1.1	99	15	-5	4	8	109	7
CN(C(=O)COC(=O)c1cnc(Cl)c(Cl)c1)C1CCS(=O)(=O)C1 (stereo not given)	94	-8	31	0.9	97	25	1	14	2	91	6
COc1ccc(NC(=O)CSc2nc3ccccc3n2-c2ccccc2)c([N+](=O)[O-])c1	100	19	-8	1.9	101	10	-2	6	14	103	17
CC(C)N(C(=O)CSc1nnc(Cc2ccc3c(c2)OCO3)n1C)C(C)C	95	9	-4	0.2	100	8	-3	8	0	99	14
CCn1c(CCNC(=O)c2cccs2)nnc1SCC(=O)Nc1cccc(Cl)c1	98	11	-6	0.1	99	19	-5	6	1	102	20
O=S(=O)(Cc1cc(Oc2ccccc2)nc(-c2ccccc2)n1)c1ccccc1	101	-30	/	1.0	98	34	-1	/	19	102	9
CCc1c(C)[nH]c(C(=O)OCc2ccccc2)c1C	93	-18	-38	0.6	93	13	0	1	2	97	9
COc1ccc(-c2ccc(C#N)c(SCC(=O)NC3CC3)n2)cc1OC	?	10	0	/	85	/	/	2	/	101	5
Cn1c(N)c(C(=O)COC(=O)CCCc2c[nH]c3ccccc23)c(=O)n(C)c1=O	96	/	-36	0.5	96	20	0	4	3	99	13
Cc1cc(O)c(C2(C(F)(F)F)NCCNC2=O)cc1C (stereo not given)	96	-1	-20	0.1	99	9	0	7	0	100	10
Brc1ccc2oc3c(N4CCOCC4)ncnc3c2c1	102	-3	-27	0.0	104	9	-2	-3	1	105	9
CCOC(=O)Cc1csc(NC(=O)CS(=O)(=O)Cc2ccccc2)n1	103	/	-2	2.1	99	31	-3	-6	0	101	16
CCCCn1c(=O)c(CCC(=O)OC(C)C(=O)Nc2cccc(Cl)c2Cl)nc2ccccc21 (stereo not given)	96	/	-10	1.9	100	13	0	-1	3	103	11
Cn1cc(S(=O)(=O)N2CCCC(C(=O)O)C2)cn1 (stereo not given)	?	5	-28	-0.8	99	13	0	6	0	100	8
CCC(c1nnnn1Cc1ccccc1)N(Cc1ccco1)Cc1cc2cc(OC)ccc2[nH]c1=O (stereo not given)	102	/	-15	1.9	104	11	3	15	7	101	11
O=[N+]([O-])c1ccc2[nH]c3c(c2c1)CCCC3	106	10	-6	0.9	106	13	1	32	13	104	12
Cc1ccc(NC(=O)C2CC(=O)N(CCc3ccccc3)C2)c(C)c1 (stereo not given)	104	/	-16	1.0	103	10	0	12	4	101	6
Cc1ccc(NC(=S)N(CCN(C)C)Cc2cccs2)cc1	?	24	-32	2.0	101	15	-4	10	16	100	12
CCc1ccc(Nc2ncc3c(n2)CC(c2ccco2)CC3=O)cc1 (stereo not given)	96	/	-38	-0.1	100	19	-1	1	2	96	13
C=CCNc1nc(C2(C)CC3(CC(C)OC3=O)C(=O)O2)cs1 (stereo not given)	110	/	-27	-0.3	105	23	-7	-22	7	104	41
Cc1cccc(NC(=O)COc2ccccc2C)n1	98	/	0	0.2	100	17	0	5	2	103	11
C/C(CCc1ccc2c(c1)OCO2)=N\NC(=O)c1ccccc1Br	99	10	3	0.4	99	12	7	-3	2	94	18
CCOC(=O)CCCCC(=O)c1[nH]c(=O)[nH]c1CSc1nnc2c3cc(Br)ccc3n(C)c2n1	?	/	-26	0.1	97	10	3	37	4	97	8
O=C(NNc1nc(-c2ccccc2)cs1)c1ccco1	102	/	-47	-1.2	101	10	-7	21	-6	102	9
CCOc1cc(/C=N\NC(=O)OC)ccc1OC(=O)c1ccco1	88	/	2	0.4	87	12	-2	19	1	93	10
O=C(CCc1ccc(S(=O)(=O)N2CCOCC2)cc1)N/N=C/c1ccc(F)cc1F	103	16	2	0.7	100	17	0	9	6	99	10
CC(C)CNS(=O)(=O)c1ccc(CCC(=O)N2CCCC2)cc1	110	/	-79	1.6	111	17	0	2	2	104	6
Cc1ccc2nc(N3CCN(c4ccccc4F)CC3)c(C=O)c(=O)n2c1	102	-5	-24	0.1	103	16	-2	12	1	102	7
O=C(O)C(c1ccccc1)C(c1ccccc1)c1ccccc1 (stereo not given)	108	-3	-13	0.5	104	7	0	-5	1	105	26
CCn1c(SCC(=O)N/N=C/c2cc(OC)c(O)c(OC)c2)nc2ccccc21	104	/	-60	-0.8	103	9	-5	48	6	108	10
Cc1cc(C)n2nc(C(=O)N3CCN(c4ccc([N+](=O)[O-])cc4)CC3)nc2n1	97	-9	-10	-0.1	98	24	1	2	12	97	5
CC(C)N=Cc1c(O)[nH]c2ccccc12	96	/	-52	1.1	94	46	-1	3	0	97	7
Cc1cc(N2CCC(C)CC2)nc(-c2ccccc2O)n1	?	2	26	/	102	/	/	-13	/	99	7
C/C(N)=C(/C#N)C(=O)COC(=O)c1cc(S(=O)(=O)N2CCCCC2)ccc1C	98	-4	-4	0.4	98	10	-3	17	3	102	35
O=C(Nc1ccc2oc(-c3ccncc3)nc2c1)c1ccccc1	97	6	-36	0.8	102	11	-2	1	5	101	6
CC1(C)S[C@@H]2[C@H](NC(=O)[C@H](C(=O)O)c3ccsc3)C(=O)N2[C@H]1C(=O)O	101	/	-15	-0.3	103	20	0	1	-2	101	5
COc1ccccc1C(=O)NCCc1c(C)[nH]c2c(C)ccc(F)c12	109	10	-41	-0.6	103	13	-2	0	4	102	9
Cn1c2ccccc2c(=O)c2c(=O)n(Cc3ccccc3)c(-c3ccc(F)cc3)nc21	?	18	-1	/	99	/	/	7	/	101	8
CN1CCN(Cc2nc3ccccc3c(=O)n2Cc2nc(-c3cccc([N+](=O)[O-])c3)cs2)CC1	109	9	-34	1.1	102	21	-3	8	1	101	5
CCc1ccc2c(c1)C(c1ccc(N3CCOCC3)cc1)=NNC(c1ccncc1)=N2	?	-19	-54	0.7	104	11	0	8	4	102	10
Cc1ccc(C(=O)N/N=C/c2sc(=O)n(Cc3cccc(C(=O)O)c3)c2Cl)cc1	101	/	-19	-0.1	102	12	0	15	0	101	36
COCc1cc(=O)[nH]c(SCCS(=O)(=O)c2ccc(Cl)cc2Cl)n1	?	13	-24	/	94	/	/	15	/	96	5
COc1cc2c(cc1NC(=O)COC(=O)CNS(=O)(=O)c1ccc(C)cc1)oc1ccccc12	96	-7	-5	0.0	97	11	2	13	7	96	7
Cc1n[nH]c(C)c1N1C(=O)c2cccc3c(N4CCCCCC4)ccc(c23)C1=O	120	-21	-81	2.4	128	15	2	-76	12	103	31
CCN(CC)C(=O)c1sc(NC(=O)c2cccnc2)c(C(=O)OC)c1C	100	-5	-7	1.6	103	5	-3	27	11	101	4
O=C(NC1CCCCCC1)C1CCN(S(=O)(=O)c2cccc3cccnc23)CC1	102	/	-11	0.5	101	20	1	7	3	102	9
COc1ccc(NC(=O)C2CCCN(S(=O)(=O)c3c(C)[nH]c(=O)[nH]c3=O)C2)cc1OC (stereo not given)	99	3	6	1.7	105	11	1	-4	3	104	/
COc1ccc2c(c1)C(C)=CC(C)(C)N2S(=O)(=O)c1ccc(C)cc1	95	17	3	1.0	98	13	-2	1	5	105	13
Cc1c(Cl)c([N+](=O)[O-])nn1CC(=O)NCc1ccco1	98	/	-8	1.0	101	27	-1	-4	0	103	13
Cc1nnc(SCc2cn3ccsc3n2)n(N)c1=O	97	/	-11	0.6	99	29	-3	-22	5	102	13
Cc1ccc(N(C(C)C(=O)NCc2ccncc2)S(C)(=O)=O)cc1C (stereo not given)	?	-15	-8	1.1	100	13	-2	12	12	102	13
CC(C)CNC(=O)COC(=O)Cc1ccc(Cl)cc1	?	0	-2	1.3	100	12	-2	11	10	100	13

Arranged by the number under RGS7-Gao (high to low): 4 from the list above
SMILES	RGS7-Gao	Mcl1-Bid inh	ABCB1 inh	RGS4-Gao reg	GSH fluor	Mcl-1 Bim block	Mcl1 Noxa PPI	ABCG2 inh	RGS8-Gao reg	Avidin bead fluor
Cc1n[nH]c(C)c1N1C(=O)c2cccc3c(N4CCCCCC4)ccc(c23)C1=O	120	-81	2.4	128	15	2	-76	12	103	31
COc1ccccc1C(=O)NCCc1c(C)[nH]c2c(C)ccc(F)c12	109	-41	-0.6	103	13	-2	0	4	102	9
Cc1nnc(SCc2cn3ccsc3n2)n(N)c1=O	97	-11	0.6	99	29	-3	-22	5	102	13
COc1ccc2c(c1)C(C)=CC(C)(C)N2S(=O)(=O)c1ccc(C)cc1	95	3	1.0	98	13	-2	1	5	105	13

Copied from the list:
Cc1ccc(C(=O)N/N=C/c2sc(=O)n(Cc3cccc(C(=O)O)c3)c2Cl)cc1 @ RGS4-Gao reg: 102
O=C(NC1CCCCCC1)C1CCN(S(=O)(=O)c2cccc3cccnc23)CC1 @ Mcl1 Noxa PPI: 7
Cn1c2ccccc2c(=O)c2c(=O)n(Cc3ccccc3)c(-c3ccc(F)cc3)nc21 @ Pf gametocyte: 18
CC1(C)S[C@@H]2[C@H](NC(=O)[C@H](C(=O)O)c3ccsc3)C(=O)N2[C@H]1C(=O)O @ Mcl1 Noxa PPI: 1
COCc1cc(=O)[nH]c(SCCS(=O)(=O)c2ccc(Cl)cc2Cl)n1 @ Mcl1-Bid inh: -24

Part of the list above in order of count of non-hydrogen atoms, ascending:
SMILES	RGS7-Gao	Pf gametocyte	Mcl1-Bid inh	ABCB1 inh	RGS4-Gao reg	GSH fluor	Mcl-1 Bim block	Mcl1 Noxa PPI	ABCG2 inh	RGS8-Gao reg	Avidin bead fluor
CC(C)CNC(=O)COC(=O)Cc1ccc(Cl)cc1	?	0	-2	1.3	100	12	-2	11	10	100	13
Cc1c(Cl)c([N+](=O)[O-])nn1CC(=O)NCc1ccco1	98	/	-8	1.0	101	27	-1	-4	0	103	13
CC(=O)N1CCN(C(=O)CCc2nc3sc4c(c3c(=O)[nH]2)CCCC4)CC1	96	-12	-20	0.2	100	23	0	/	0	101	9
